Cardiac RTF inh = cardiac RTF calcium desensitization; IANBD-labeled cardiac RTF, Ca2+ fluorescence; inhibition, % at 7.15 µM; 340,000 tested, 0.12% active; AID 493244;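 active = inhibition above the mean inhibition of all tested compounds plus 3 SD, cut at about 17% in these data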;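 note: assay run at fixed EC70 calcium of 1.6 mM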
CAL-PDZ inh HTS = inhibitors of human CAL PDZ peptide binding; purified CAL PDZ, TMR-peptide fluorescence polarization, 1 h; inhibition, % at 24.9 µM; 300,000 tested, 0.92% active; AID 602252;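 active = mean inhibition of at least 30% with at least half of replicates also reaching 30%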;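 note: 0% = DMSO neutral control and 100% = excess unlabeled competitor peptide PRC23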
HTR5A ag = HTR5A agonism, opioid heterodimer counter-screen | P47898 | HTR5A agonist assay, luminescence, cell-based | activation, % at 9.3 µM | 340,000 tested, 0.61% active | AID 504692; in the data active = activation mostly above about 9.5%, no sharp cut-off; inactive = mostly below about 7.6%;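 note: 0% = cells with vehicle only and 100% = reference agonist; strong numbers were not always called active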
Target sequence (P47898 whole entry, looked up): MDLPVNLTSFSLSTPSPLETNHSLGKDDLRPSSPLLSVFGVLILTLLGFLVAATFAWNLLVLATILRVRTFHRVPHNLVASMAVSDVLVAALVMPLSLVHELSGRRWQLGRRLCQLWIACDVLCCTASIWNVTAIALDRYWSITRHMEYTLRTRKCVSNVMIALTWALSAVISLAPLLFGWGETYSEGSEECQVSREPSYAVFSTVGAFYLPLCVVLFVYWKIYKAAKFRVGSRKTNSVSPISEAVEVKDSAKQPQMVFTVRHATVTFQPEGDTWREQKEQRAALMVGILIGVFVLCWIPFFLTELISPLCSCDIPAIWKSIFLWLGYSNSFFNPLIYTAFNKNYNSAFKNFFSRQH
LANA DNA inh = KSHV C-LANA DNA binding inhibition; inhibition, % at 9 µM; 340,000 tested, 0.078% active; AID 504423; MBP-C-LANA/FAM-LBS DNA binding, fluorescence polarization;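 active = highest replicate inhibition at or above 60% at 9 µM, even if other replicates fall short; inactive = all replicates below 60% inhibition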;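 note: 0% = neutral control wells and 100% = 4 µM acridine orange control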
Keap1 Nrf2 FP = Keap1-Nrf2 (human) interaction inhibition. Q14145. Keap1 Kelch-Nrf2 peptide fluorescence polarization, 1536-well. inhibition, % at 9.4 µM. 340,000 tested, 0.15% active; in the data active = inhibition above about 12%;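 note: human Keap1 Kelch domain with fluorescein labeled Nrf2 9mer peptide probe; 0% = neutral control wells and 100% = peptide positive control; higher means more block of Keap1 binding to Nrf2 peptide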
Target sequence (Q14145 whole entry, looked up, the tested form may be a part): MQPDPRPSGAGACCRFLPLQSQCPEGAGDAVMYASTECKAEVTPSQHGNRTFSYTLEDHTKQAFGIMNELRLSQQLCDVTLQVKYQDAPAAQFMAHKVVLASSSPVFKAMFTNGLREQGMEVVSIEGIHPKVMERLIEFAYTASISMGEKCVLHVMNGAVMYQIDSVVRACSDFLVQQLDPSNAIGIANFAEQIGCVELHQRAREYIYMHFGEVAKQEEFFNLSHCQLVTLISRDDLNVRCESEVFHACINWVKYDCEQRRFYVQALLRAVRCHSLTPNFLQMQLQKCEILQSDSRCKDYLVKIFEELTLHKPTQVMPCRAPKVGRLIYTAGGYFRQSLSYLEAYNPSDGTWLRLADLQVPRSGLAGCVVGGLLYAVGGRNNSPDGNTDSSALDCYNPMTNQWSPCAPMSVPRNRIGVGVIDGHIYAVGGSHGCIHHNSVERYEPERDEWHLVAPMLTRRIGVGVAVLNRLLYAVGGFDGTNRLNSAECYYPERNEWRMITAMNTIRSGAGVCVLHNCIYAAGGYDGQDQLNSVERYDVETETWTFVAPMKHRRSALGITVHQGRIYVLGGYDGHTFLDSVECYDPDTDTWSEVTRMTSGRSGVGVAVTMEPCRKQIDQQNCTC
OPRM1-OPRD1 ag = OPRM1-OPRD1 heterodimerization agonism | P35372+P41143 | 340,000 tested, 0.3% active | AID 504326 | activation, % at 9.3 µM | cells, luminescence; in the data active = activation above about 18%;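 note: 0% = vehicle-treated cells and 100% = reference agonist; values of inactives mirror those of a sister screen read the other way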
MOR-DOR inv ag = mu-delta opioid heterodimer inverse agonism; P35372+P41143; cell-based MOR-DOR heterodimer luminescence; inhibition, % at 9.3 µM; 340,000 tested, 0.21% active; in the data active = inhibition above about 22%, passing the limit was not always enough;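 note: 0% = cells with DMSO and 100% = wells without cells with DMSO; values of inactives mirror those of a sister screen read the other way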
V-ATPase pHluor = yeast V-ATPase proton transport regulation by pHLuorin; S. cerevisiae, pHLuorin cytosolic pH fluorescence; response, % at 10 µM; 350,000 tested, 0.37% active; AID 504577; in the data active = response mostly above about 7.3%, no sharp cut-off; inactive = mostly below about 5.4%; note: actives read high; inactives centre near 0; some compounds called inactive have numbers as strong as hits; reference of the scale not given here
HTR5A inv ctr = inverse agonist of human HTR5A in OPRM1-OPRD1 counter-screen. inhibition, % at 9.3 µM. 340,000 tested, 0.083% active. AID 504634. HTR5A cell line, luminescence, inverse agonism. P47898; in the data active = inhibition mostly above about 23%, no sharp cut-off; inactive = mostly below about 18%;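 note: 0% = cells with DMSO and 100% = no-cell wells with DMSO; some compounds called inactive have numbers as strong as hits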
RTF Ca sens act = increases calcium sensitivity of human cardiac regulated thin filaments. P19429+P45379. activation, % at 7.2 µM. 340,000 tested, 0.24% active. IANBD-labeled TnC RTF fluorescence at EC20 calcium; 0% EC20 calcium, 100% full calcium. AID 493008;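 active = activation above the mean over all tested compounds plus 3 SD, cut at about 30% in these data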;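 note: rise in fluorescence read as greater calcium sensitivity of cardiac thin filaments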
* = called active by the depositor; x = no result given. Not a hit list; any-hit rate near 2.8%.

mol	Cardiac RTF inh	CAL-PDZ inh HTS	HTR5A ag	LANA DNA inh	Keap1 Nrf2 FP	OPRM1-OPRD1 ag	MOR-DOR inv ag	V-ATPase pHluor	HTR5A inv ctr	RTF Ca sens act
CC(C)NC(=O)c1ccc2c(c1)N(CC(=O)Nc1ccccc1F)C(=O)C(C)(C)O2	-4.1	0.1	2.6	0.2	4.3	-0.2	1.1	-0.1	-7.2	0.7
Cn1cnnc1SCC(=O)Nc1ccccc1	-4.9	x	5.7	-1.3	-4.5	-0.4	2.2	0.7	-16.6	1.5
CCC(C)NC(=O)CSc1ccc(Cl)cc1 (stereo not drawn)	8.1	-2.3	4.6	0.9	-5.9	-0.5	2.5	2.9	14.3	10.9
CC(=NCC1CCNCC1)C1=C(O)CC(C)(C)CC1=O	-25.9	-0.6	1.9	-0.1	2.6	-1.6	8.4	-0.4	-6.9	-3.9
O=C(CSc1ncccc1C(=O)O)c1ccccc1F	-27.0	-4.0	-11.3	-0.6	-4.7	-2.5	12.4	-2.5	-29.8	11.6
O=C(N/N=C/c1cc(Br)c(O)c(Br)c1)c1cccc(C(F)(F)F)c1	-0.9	3.7	5.4	-0.4	2.4	-2.0	12.0	3.6	-14.4	-3.9
COc1ccc(-c2nnc(SC(C)C(=O)Nc3cccc(Cl)c3)o2)cc1 (stereo not drawn)	-3.3	-20.6	3.3	0.6	-1.2	0.4	-2.4	-5.3	-14.9	-8.4
CCOC(=O)CSc1nnc(CNC(=O)c2ccc(OC)cc2)n1-c1ccc(OC)cc1	13.3	3.6	5.0	-1.0	-4.3	2.6	-15.1	1.1	-20.8	6.0
O=C(NNC1=Nc2ccccc2SC1)c1ccc(Cl)cc1	-7.0	-2.0	-0.6	0.6	-0.9	0.1	-0.7	-2.5	22.5	-1.4
O=C(c1ccccc1)N1CCN(CCc2ccccc2)CC1	-4.1	-1.1	7.2	-1.9	0.6	-2.3	10.4	-1.3	-26.5	-3.9
COc1ccccc1N(C)S(=O)(=O)c1ccc(C(=O)NNC(=O)c2ccccc2O)cc1	-18.4	10.3	0.7	x	x	-2.6	13.8	-0.3	-1.9	-10.3
Cc1cc(C)n(-c2nc3ccccc3c(=O)n2OCCOc2ccccc2)n1	-6.0	-4.8	0.3	0.3	-0.9	-0.5	2.0	1.5	-5.9	-3.5
C=CCC(=O)NC(C)c1cnn(-c2ccccc2C)c1C (stereo not drawn)	-6.2	-4.1	-7.2	1.2	-2.2	-1.4	7.2	-0.7	-1.1	-3.4
CCCc1nnc(NC(=O)CC(=O)OCC)s1	1.0	x	0.9	-1.1	-1.4	-1.9	8.1	3.7	7.0	4.5
CC(C#N)Sc1ccc(S(=O)(=O)N2CCCC2)cn1 (stereo not drawn)	-9.4	-4.0	-2.2	0.5	-3.1	-4.2	15.6	-0.5	0.2	-0.2
O=C(NC(=S)Nc1ccc(Br)cn1)c1cccnc1	-6.5	-4.3	0.4	0.5	1.4	-1.9	10.1	0.7	9.8	-2.9
CCCN(CC(=O)Nc1ccccc1C)C(=O)c1cnc(C)cn1	-5.3	0.5	-3.2	-1.1	-2.4	1.3	-8.6	-2.6	9.1	-0.1
O=C(Cn1cc(SCc2cccc(Cl)c2)c2ccccc21)N1CCOCC1	0.7	8.5	1.5	0.5	-6.6	-1.6	8.8	-0.1	1.0	-5.6
CCOc1ccc(-c2nnc(-c3ccco3)o2)cc1OCC	-15.0	-0.7	1.7	0.8	-2.6	-0.7	3.5	3.5	-8.8	6.8
Cc1ccc(OCC(=O)Nc2cc(S(=O)(=O)N3CCOCC3)ccc2N2CCCC2)cc1	-3.2	1.0	-1.6	-0.5	-0.2	-1.0	6.1	0.7	4.5	-6.5
O=C(CSc1nnnn1Cc1ccccc1)NCC(=O)c1ccccc1	-10.6	-2.5	-5.5	-1.5	-1.9	0.0	-0.1	5.0	14.4	1.4
CCn1c(COc2cccc(OC)c2)nnc1SCC(=O)Nc1cc(OC)ccc1OC	3.2	-1.1	3.4	0.2	6.1	-1.6	7.9	-3.1	-8.9	0.1
Clc1cccc(-c2ccc3ncnc(NCc4cccnc4)c3c2)c1	5.5	-4.2	7.6	0.6	-2.5	0.8	-4.6	-2.1	-22.2	2.5
O=C1CCC[C@@H]2[C@H](Cc3ccccc3)[C@@H](O)C[C@@H]3CCN1[C@@H]32	-7.3	-2.4	0.2	0.1	-2.9	-0.7	3.8	4.9	-3.9	12.2
CN(Cc1nccs1)C(=O)C1CCC(=O)N(CCc2ccc(Cl)cc2)C1 (stereo not drawn)	0.4	-1.5	-0.6	-1.3	1.9	-1.2	6.5	0.5	-6.8	3.8
CCC(Sc1ncccc1C(=O)O)C(=O)N1CCOCC1 (stereo not drawn)	-7.1	-1.4	0.0	0.5	0.7	-1.3	7.4	1.2	-3.7	3.7
CC1CCC2(CC1)NC(=O)N(CC(=O)Nc1cccc(S(=O)(=O)N3CCCC3)c1)C2=O (stereo not drawn)	-8.3	0.5	8.1	-0.8	-3.8	-1.3	5.3	1.2	-20.5	1.8
Cc1ccc(NC(=O)COC(=O)c2ccc(C)c(S(=O)(=O)N3CCOCC3)c2)cc1	-6.3	-4.5	-5.7	-0.2	-2.9	0.1	-0.7	-2.1	24.4	-6.3
Cc1ccccc1Cn1c2ccccc2c2cnn(CC(=O)NCCCN3CCN(C)CC3)c(=O)c21	-7.3	x	-1.1	-1.9	-3.6	-1.2	6.1	-4.2	-2.9	-1.1
CCOC(=O)C1=C(C)Nc2ccccc2N=C1NC(=O)/C=C/c1ccc(OC)cc1OC	-2.7	-0.7	1.9	-0.8	-1.6	-0.4	1.8	0.9	-4.7	-0.8
O=C(NCCNc1ccc(Cl)cc1[N+](=O)[O-])c1ccccc1F	-0.1	0.3	0.6	-1.5	0.1	-2.5	12.5	-3.2	-16.7	-4.6
O=C(NC(=S)NNC(=O)c1ccccc1[N+](=O)[O-])c1ccc(Br)cc1	-1.6	x	0.8	-0.5	-1.3	-1.2	6.4	-3.4	-7.3	0.8
CCN(CC)CCNC(=O)c1ccc(Cl)c(S(=O)(=O)Nc2ccccc2OC)c1	-7.3	x	2.9	0.4	-0.3	-3.0	12.4	2.6	1.0	3.5
CCc1nnc(NC(=O)c2nc(Cl)ccc2Cl)s1	-6.7	-2.0	2.7	0.8	-6.8	-1.7	9.1	-2.9	-1.8	-2.2
C(#Cc1c(-c2ccsc2)sc2ccccc12)c1ccsc1	-0.6	-1.2	0.3	1.1	-1.8	-1.3	7.6	-1.3	15.0	1.8
CCN(CC)c1ccc(/C=N/NS(=O)(=O)c2ccc(CNC(C)=O)cc2)cc1	-11.4	-0.2	-0.1	-0.1	-6.6	-1.6	11.3	3.5	7.0	1.7
C=CCn1c(C(C)(C)C)nc2ccccc21	-9.9	x	-1.2	-0.6	-4.1	-2.5	12.5	3.2	7.0	-2.6
CCC(C(=O)OCC(=O)Nc1cc(Cl)ccc1Cl)c1ccccc1 (stereo not drawn)	-6.1	2.7	0.9	-1.5	1.6	6.1	-27.5	1.5	8.5	-0.1
CCc1cc(=O)oc2cc3oc(C)c(C)c3cc12	-7.5	-1.8	-4.7	1.0	-0.4	0.9	-4.7	4.4	12.2	1.5
COc1ccc2c(c1)OC[C@H]1[C@H]2N2C(=O)CN(C)C(=O)[C@@]2(C)[C@H]1c1ccccc1	-0.8	1.7	1.7	3.5	-2.3	-0.3	2.0	2.8	-0.8	10.6
Cc1cc(C)n(CC(=O)N2CCCC(N3CCN(c4cccc(C(F)(F)F)c4)CC3)C2)n1 (stereo not drawn)	-3.1	-3.9	2.4	0.0	2.1	-2.4	13.1	-2.0	7.6	-2.1
O=C(CNS(=O)(=O)c1ccccc1)N1CCCC1	2.9	-2.1	0.9	-0.1	-0.4	-2.9	15.0	-0.2	1.9	-4.4
COc1ccc(OC)c(C(=O)/C=C/c2cccnc2)c1	-1.0	x	0.1	-0.9	-11.4	-0.5	4.1	6.0	-0.2	-5.5
CCN(CC)S(=O)(=O)c1ccc(C(=O)NC(=S)N(CCC#N)Cc2cccnc2)cc1	1.2	-7.9	-2.3	0.9	-2.6	-3.6	16.4	-2.8	14.5	-2.5
COCc1nnc(NS(=O)(=O)c2ccc(Cl)cc2)s1	-9.0	x	2.5	-0.6	1.0	-2.8	14.1	6.2	-7.3	3.4
CCc1nc(SCc2ccc(OC)c(Br)c2)n[nH]1	-7.3	-0.1	8.7	1.1	-1.1	-1.9	10.0	-0.3	-31.6	-7.7
FC(F)(F)COc1cc(-c2nnc(SCc3ccccc3)n2Cc2ccco2)cc(OCC(F)(F)F)n1	1.1	-4.0	1.8	0.7	-3.7	-3.6	19.4	0.0	17.7	4.5
O=C(CCC(=O)OCc1cccc([N+](=O)[O-])c1)Nc1ccccc1Cl	-3.8	-0.6	-4.7	1.2	-3.5	-3.6	17.9	1.0	11.1	3.5
CC(=O)c1cccc(Nc2c([N+](=O)[O-])c(=O)oc3ccccc23)c1	-7.7	x	-4.0	-0.1	-5.1	-1.9	9.8	-1.6	-18.1	1.5
CCN(CC)C(=N)N1c2ccccc2CCC1C (stereo not drawn)	-9.2	0.3	0.1	0.1	0.6	0.7	-3.2	1.0	-0.3	-3.8
COc1cccc(C(C(=O)NC2CCCCC2)N(C(=O)Cc2cccs2)c2ccc(-n3cnnn3)c(OC)c2)c1 (stereo not drawn)	-17.5	x	-1.5	-0.8	-3.4	0.7	-3.7	-0.9	15.3	0.4
COc1ccc(/C(N)=N/OC(=O)CN(C)S(=O)(=O)c2ccc(C)cc2)cc1	7.6	x	4.7	-1.3	-7.5	0.8	-4.4	-4.1	-18.0	4.3
COc1ccc(NC(=S)N(CCCN2CCOCC2)Cc2cn(C)c3ccccc23)cc1	-11.3	-5.0	7.8	2.1	-6.5	-0.2	1.0	6.1	-37.9	13.1
